Compound activity deposited in PubChem by The Scripps Research Institute Molecular Screening Center.
ASAP1 inh: inhibitors of human ASAP1 ArfGAP activity | AID 624377 | 0.19% of 360,000 active | inhibition, % at 16.5 µM | ASAP1-stimulated ARF1 GTP hydrolysis, GDP FP detection; in the data active means inhibition above about 25%;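 further: 0% = vehicle with enzyme and substrate and 100% = no enzyme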
proKLK7 act: proKLK7 (human) activation, primary screen; P49862; purified proKLK7, EDANS-DABCYL substrate fluorescence; 100% is mature enzyme control, 0% vehicle; activation, % at 7 µM; 0.9% of 370,000 active; AID 652039;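 active means activation above the mean of all tested compounds plus 3 SD, computed per campaign excluding outliers beyond control limits, cut at about 13% in these data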
Target sequence (P49862 whole entry, looked up): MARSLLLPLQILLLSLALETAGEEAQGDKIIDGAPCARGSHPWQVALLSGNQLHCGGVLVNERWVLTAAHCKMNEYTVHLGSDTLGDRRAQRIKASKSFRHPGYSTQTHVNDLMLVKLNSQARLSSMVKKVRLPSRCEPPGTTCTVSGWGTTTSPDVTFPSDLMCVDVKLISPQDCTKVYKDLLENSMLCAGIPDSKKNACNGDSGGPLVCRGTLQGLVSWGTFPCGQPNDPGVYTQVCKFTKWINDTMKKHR
DDE Tn6 FP inh: DD(E)-Tn6 binding inhibition, primary FP screen. AID 720509. inhibition, % at 8.3 µM. 0.21% of 370,000 active. P02675. Fibrin DD(E) TRITC-Tn6 fluorescence polarization displacement;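 active means inhibition above a per-campaign cutoff: mean of compounds within control limits plus 3 SD, cut at about 15% in these data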;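 further: 0% = median of all compound wells on the plate and 100% = blocking peptide control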
MBD2 inh: MBD2-methylated oligo binding inhibition | Q9UBB5 | TR-FRET, MBD2 binding to methylated oligonucleotide | inhibition, % at 4.4 µM | 0.31% of 370,000 active; in the data active means inhibition above about 13%
Target sequence (Q9UBB5 whole entry, looked up): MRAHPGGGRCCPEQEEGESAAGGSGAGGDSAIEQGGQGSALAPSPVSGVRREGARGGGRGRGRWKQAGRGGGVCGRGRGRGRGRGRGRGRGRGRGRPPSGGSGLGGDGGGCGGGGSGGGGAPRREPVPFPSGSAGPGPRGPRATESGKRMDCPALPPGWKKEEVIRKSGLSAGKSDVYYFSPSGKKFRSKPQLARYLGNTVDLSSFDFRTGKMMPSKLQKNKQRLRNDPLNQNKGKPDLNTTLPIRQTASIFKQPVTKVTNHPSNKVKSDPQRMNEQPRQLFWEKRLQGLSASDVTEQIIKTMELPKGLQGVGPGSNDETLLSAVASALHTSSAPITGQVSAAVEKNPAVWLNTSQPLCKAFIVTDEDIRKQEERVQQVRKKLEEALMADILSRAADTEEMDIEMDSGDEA
UHRF1 binding: human UHRF1 methylated DNA binding inhibitors. Q96T88. UHRF1 binding to methylated oligo, TR-FRET. inhibition, % at 4.4 µM. 0.75% of 370,000 active. AID 687016; in the data active means inhibition above about 21%;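 further: UHRF1 SRA domain binding a hemimethylated CpG hairpin DNA probe; 0% = median of test compound wells and 100% = reference inhibitor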
ARFGAP1 inh: inhibits rat ARF GTPase activating protein 1; Q62848; Arfgap1-stimulated ARF1 GTP hydrolysis, GDP FP detection; inhibition, % at 16.5 µM; 0.26% of 360,000 active; AID 651572;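 active means inhibition above a per-plate limit, mean inhibition of low control wells plus 3 SD, cut at about 25% in these data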;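 further: 0% = DMSO wells with enzyme and 100% = wells lacking Arfgap1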
Target sequence (Q62848 1-136 limits assumed): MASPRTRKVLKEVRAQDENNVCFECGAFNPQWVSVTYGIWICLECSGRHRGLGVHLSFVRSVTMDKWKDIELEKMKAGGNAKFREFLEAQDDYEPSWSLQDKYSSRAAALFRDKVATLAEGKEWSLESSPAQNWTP
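System: truncated rat Arfgap1 GAP domain / Benchmarks: high control wells lacking Arfgap1, low control full reaction with DMSO / Times: compound-enzyme preincubation 20 min, reaction 120 min, detection 60 min, 25 °C / Repeats: one replicate per compound / Also added: human ARF1(Δ1-17)-GTP substrate / Measured by: Tracer-displacement fluorescence polarization with EDTA stop, 620/688 nm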
PLC-beta3 inh: blocks human PLC-beta3 enzyme activity; inhibition, % at 12.2 µM; Q01970; 0.18% of 370,000 active; AID 720704; Purified PLC-beta3, fluorogenic substrate, fluorescence; in the data active means inhibition above about 11%;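 further: 0% = median of compound wells on plate and 100% = full blocker control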
Tn7 DDE FP: inhibitors of Tn7 peptide binding to human fibrin DD(E). FP displacement of FITC-Tn7 peptide from fibrin DD(E); 0% = median of compound wells per plate. 0.13% of 370,000 active. inhibition, % at 8.3 µM;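 active means inhibition above the mean of compounds falling within the control limits plus 3 SD of them, cut at about 14% in these data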;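 further: 0% = plate median of compound wells and 100% = 10 µM Aha-Tn7 peptide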
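Assay system: human fibrin DD(E). Input: DD(E) 2 µM final. Medium: Tris buffer with calcium and detergent, pH 7.8. Compound dosing: single point at 8.3 µM. Timing: 10 min plus 3 h, room temperature. Technique: fluorescence polarization of the labelled Tn7 tracer. Read-out: percent inhibition. Replicates: singlicate testing.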
PLC-gamma1 inh: inhibitors of human phospholipase C gamma1; 0.84% of 370,000 active; inhibition, % at 12.2 µM; purified PLC-gamma1, fluorogenic substrate, fluorescence; AID 720700; P19174; in the data active means inhibition above about 9.5%
ADAM17 inh: inhibitors of human ADAM17. recombinant ADAM17, EDANS/DABCYL FRET peptide cleavage. 0.83% of 370,000 active. P78536. AID 720648. inhibition, % at 6.95 µM;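 active means inhibition above the mean of compounds lying between control limits plus 3 SD, set per campaign, cut at about 8.5% in these data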;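 further: 0% = DMSO-only wells as the low control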
The depositor's hits bear a star; . = not tested or not shown.

SMILES	ASAP1 inh	proKLK7 act	DDE Tn6 FP inh	MBD2 inh	UHRF1 binding	ARFGAP1 inh	PLC-beta3 inh	Tn7 DDE FP	PLC-gamma1 inh	ADAM17 inh
Cc1c(NC(=O)Nc2ccc([N+](=O)[O-])cc2)c(=O)n(-c2ccccc2)n1C	-1	0.4	-2	1	2	2	-2	-1	2	-3
Cc1onc(NC(=O)NC(=O)c2ccccc2F)c1Br	-16	0.9	4	2	1	6	-6	-4	-3	-4
O=S1(=O)CC/C(=N\O)c2ccccc21	15	-0.3	-3	1	-1	7	5	-3	2	-1
COc1cccc(CN2CCNC(=O)C2CC(=O)NCCN2CCOCC2)c1OC (configuration not stated)	-8	-0.1	0	3	3	-11	-15	2	-3	-8
Cc1ccc(C(=O)N2C3=C(CCCC3)C(=O)NC23CCCCC3)cc1	4	0.2	-1	1	0	-2	1	-3	4	1
CCCCn1c(Nc2ccc(OC)cc2)nc2ccccc21	-23	-0.3	-5	-7	-1	-8	-6	7	4	2
Cc1ccc(S(=O)(=O)Nc2ccc(C(=O)N3CCN(c4ccccc4O)CC3)cc2)cc1[N+](=O)[O-]	-6	0.0	-1	5	3	15	-6	-8	4	0
Cc1nn(-c2ccccc2)c(Cl)c1C(=O)NCC1CCCO1 (configuration not stated)	-25	0.3	9	-6	-2	0	-2	-1	1	-2
COc1ccc(N2CCN(C(=O)C3CCC(Cn4c(=S)[nH]c5ccccc5c4=O)CC3)CC2)cc1 (configuration not stated)	-2	-0.2	7	-1	-3	-2	2	0	0	-3
COCCN(C(=S)Nc1ccc(C)cc1)C(C)c1ccco1 (configuration not stated)	-12	-0.4	-8	-1	-1	5	-8	-2	1	-5
O=C(CSc1nc2ccccc2nc1SCC(=O)N1CCOCC1)N1CCOCC1	-6	-0.2	9	1	1	1	1	0	3	-1
Cn1cc(-c2csc(C(C)(O)c3cccnc3)n2)cn1 (configuration not stated)	-3	-0.3	4	-1	2	3	5	-5	6	-2
O=C(c1ccccc1)n1ccc2ccc(-c3ccc4ccn(Cc5ccccc5)c4c3)cc21	.	-5.4	9	-7	-5	.	-102	6	-83	-8
O=C1NC[C@@H](CCCCN2C[C@H](Cc3ccccc3)N(CCc3ccc(O)cc3)C(=O)C2=O)N(Cc2ccccc2)C1=O	-2	-0.3	-1	-2	0	-5	3	-1	2	-2
O=C(Nc1ccccc1)N(C1=NCCCCS1)c1cccc2ccccc12	9	-1.9	-6	7	5	0	-1	1	-4	-8
COc1ccc(S(=O)(=O)N2CCCCC2)cc1-n1cnnn1	15	0.0	1	-3	1	-7	-1	-5	-1	-1
COc1cccc(/C=N/NC(=O)c2c(C)nc3ccc(Br)cn23)c1	-4	-0.3	5	-4	-4	-3	-4	0	2	-1
COc1ccc(C2=Nc3ccccc3NC(=O)C2N(Cc2ccccc2)C(=O)C2=NNC(=O)CC2)cc1 (configuration not stated)	-3	1.2	-4	3	-2	5	-12	3	-10	-7
CSc1ccccc1NC(=O)CN(C)C(=O)C1CC(=O)N(C(C)c2ccccc2)C1 (configuration not stated)	-1	0.1	-9	4	-2	12	-5	-5	6	-5
CCc1nc2nc(C)c(NS(=O)(=O)c3ccc(C4CCCCC4)cc3)c(=O)n2[nH]1	-5	0.0	-5	5	1	-5	-11	6	-4	-3
CCSc1nnc2ccc(-c3ccc(OC)c(OC)c3)nn12	1	0.5	11	-7	-2	6	-485	6	-304	-3
COc1cccc(CNC(=O)CCC2CCCN(C(=O)c3cc(C)on3)C2)c1 (configuration not stated)	-5	0.3	10	1	2	7	-3	4	-2	5
N#Cc1cccc(NC(=O)c2cncn2-c2ccccc2)c1	0	-0.3	-4	-1	2	-1	-16	-4	-1	1
COc1cc(C(=O)Nc2ccc(Cl)c([N+](=O)[O-])c2)cc(OC)c1OC	-4	0.0	-4	3	1	3	-3	2	1	-1
CCN1/C(=C2/SC(=S)NC2=O)Sc2ccccc21	-7	-0.2	0	-3	-1	-8	3	0	0	-2
(more compounds)
SMILES	ASAP1 inh	proKLK7 act	DDE Tn6 FP inh	MBD2 inh	UHRF1 binding	ARFGAP1 inh	PLC-beta3 inh	Tn7 DDE FP	PLC-gamma1 inh	ADAM17 inh
CCC(=O)N1CCN(CCN=CC2=C(O)CC(c3cccs3)CC2=O)CC1 (configuration not stated)	7	-0.9	5	-5	-1	1	-1	-2	-3	-6
Cc1oc(-c2ccc(-c3ccccc3)cc2)nc1CN(C)C1CCOC1 (configuration not stated)	-8	0.1	-3	4	-1	-2	-14	0	-9	-7
Cc1c(C(=O)O)oc2ccc(S(=O)(=O)NC3CCCCCCC3)cc12	-5	-0.4	-2	3	2	0	-1	-1	2	2
Cc1cc(C(=O)NC2CCCc3ccccc32)c(C)o1 (configuration not stated)	-2	0.1	2	-1	-3	-8	1	6	-2	-5
Nc1ccccc1C(=O)Nc1ccc(Cl)cc1Cl	-2	0.3	8	-6	-1	7	-172	10	-135	-55
CN(CCCC(=O)NCc1ccco1)S(=O)(=O)c1ccccc1	1	0.0	4	-2	-2	-3	2	-3	2	-1
CCOC(=O)C1CCC2(CC1)C(C#N)=C(N)Oc1n[nH]c(C)c12 (configuration not stated)	-4	-0.1	8	-1	3	-1	8	3	6	2
COc1ccc(Cn2nnnc2C(c2cc3cc(C)ccc3[nH]c2=O)N2CCN(C)CC2)cc1 (configuration not stated)	12	1.0	-1	1	0	-6	-12	-2	-11	-25
Cc1nc2c(ccc3nc(NC(=O)C4CC4)sc32)s1	0	-0.4	9	1	3	4	-3	3	0	-6
CC(=O)NC(c1ccccc1)c1nc(-c2cccc(C(=O)O)c2)cs1 (configuration not stated)	-7	1.2	-2	-4	0	6	-23	-4	-17	-5
CCOC(=O)C1(Cc2ccccc2C(F)(F)F)CCN(CC2CC2)CC1	-1	-0.3	0	10	2	13	1	0	3	-8
Cc1nc(-c2nc(CC(=O)NNC(=O)c3ccc(Cl)cc3)cs2)cs1	2	0.2	5	0	0	-1	-4	0	1	-1
O=c1c2c(nc3cc(-c4ccc(Br)cc4)[nH]n13)CCCC2	11	0.1	-1	-4	2	2	-1	2	0	-7
COc1cccc(-c2cccc(-c3nc(C(=O)NCCCN4CCOCC4)cc4c3[C@H](CCO)N(S(=O)C(C)(C)C)C4)c2)c1 (some centres not stated)	4	0.3	4	7	-2	-6	-5	-9	0	-3
O=C(O)c1cccc(S(=O)(=O)N2CC=C(c3ccccc3)CC2)c1	8	-0.3	4	-2	8	-1	-5	0	-7	-3
Cc1ccc(OC(=S)Nc2ccccc2)c(C)c1	-3	0.3	1	-2	-2	11	3	-8	-4	0
CC(=O)c1c(C)[nH]c(C(=O)COC(=O)CCOc2ccc(C)cc2)c1C	-3	-0.2	3	1	0	14	-7	-1	-1	-1
O=C(CCSc1ccccc1)Nc1ccc(S(=O)(=O)Nc2ncccn2)cc1	5	0.0	4	2	-3	2	1	3	3	-1
CC(=O)Nc1ccc(S(=O)(=O)NCc2ccccn2)cc1	10	0.9	6	-1	-1	-1	4	-5	0	3
Cc1cc(C(=O)N2CCc3c([nH]c4ccccc34)C2c2c(F)cccc2Cl)no1 (configuration not stated)	-15	0.5	-3	1	-1	4	3	-11	3	4
Cc1cccc(N=Nc2c(O)[nH]c3ccc(Br)cc23)c1	12	-0.4	-6	3	0	1	-5	1	-2	-3
COc1ccc2cc(C(=O)/C=C/c3cc(OC)c(OC)c(OC)c3)ccc2c1	7	-9.6	-10	-3	1	14	-69	-5	-43	-2
CN(C)c1ccc(/C=C/c2nc3ccccc3c(=O)[nH]2)cc1	-6	-2.8	8	5	-1	4	-265	-2	-207	-6
CCc1cccc2c1NC(=O)C2(O)N1CCCC(C)C1 (configuration not stated)	-2	-0.2	5	4	-1	4	-8	13	-2	-2
COc1ccccc1NC(=O)CSc1nnc(C)n1Cc1ccccc1	-2	0.1	7	3	1	0	1	4	2	-2
(next part)
SMILES	ASAP1 inh	proKLK7 act	DDE Tn6 FP inh	MBD2 inh	UHRF1 binding	ARFGAP1 inh	PLC-beta3 inh	Tn7 DDE FP	PLC-gamma1 inh	ADAM17 inh
O=C(NCC1CCC(C(=O)O)CC1)OCc1ccccc1 (configuration not stated)	8	-0.1	3	3	0	12	0	5	2	-4
Cc1ccc(NC(=O)CCNC(=O)c2ccccc2Cl)nc1	-8	0.8	-2	-2	-3	-13	-6	6	-2	-3
COc1ccc(C2c3c(noc3C)CC(C)(O)C2C(C)=O)cc1 (configuration not stated)	-5	-0.2	2	1	-1	-9	-4	-4	2	-2
Cc1cc(-c2n[nH]c(=S)n2/N=C/c2ccc(C)o2)n[nH]1	7	0.0	-3	0	-1	-8	-2	5	1	1
COc1ccc2[nH]c(O)c(N=O)c2c1	-2	0.6	0	-4	-5	7	3	-3	0	1
COCCN(C(=O)COC(=O)C(c1ccccc1)c1ccccc1)c1c(N)n(Cc2ccccc2)c(=O)[nH]c1=O	0	0.1	1	-4	2	14	-3	-12	1	-1
COc1ccc(NC(=O)Cn2c(=O)n(-c3ccccc3)c(=O)c3oc4ccccc4c32)c(OC)c1	-12	0.1	4	-1	-3	0	2	2	1	1
Cc1cc(C)c(C#N)c(N2CCN(S(=O)(=O)Cc3ccccc3)CC2)n1	5	0.1	4	-1	-1	2	-7	3	0	-3
CC1CCCC(NC(=O)Cn2cc(C(F)(F)F)cc(Cl)c2=O)C1C (configuration not stated)	2	-0.2	-7	6	3	9	-12	1	3	-4
Cc1ccc(C)c(NC(=S)N2CCC(NC(=O)c3cccc(F)c3)CC2)c1	10	-0.4	1	4	0	5	-7	-4	3	1
Fc1ccc(-c2ccc3c(n2)CCCN3Cc2ccccn2)cc1	-1	1.4	2	1	-2	13	-117	3	-92	-39
Cc1ccc(Nc2nnc(SCC(O)=C(C#N)c3nc4ccccc4[nH]3)s2)c(C)c1	2	-1.8	0	3	-6	0	-111	3	-79	-15
CCOc1ccc(-n2c(N)c(-c3nc4ccccc4[nH]3)sc2=S)cc1	4	-0.9	0	-3	-2	8	-35	-5	-24	-5
COc1ccccc1NS(=O)(=O)c1cccc(N2CC(O)=C(c3ccccc3)C2=N)c1	-8	-0.1	-7	-4	-2	3	0	-4	2	1
COc1ccc(C2C([N+](=O)[O-])=C(C)N(C)C(=O)N2C)cc1OC (configuration not stated)	9	0.1	-3	-9	-1	3	5	-2	1	-1
N#Cc1cccc(OCC(=O)NC(=O)NCc2ccccc2)c1	-2	-0.5	5	6	1	8	-2	-2	-1	-4
Cc1ccc(/C=N/NC(=O)Cn2cnc3ccccc32)o1	6	-0.7	-3	-2	-2	3	-1	-4	0	1

Some of these compounds in order of their number in UHRF1 binding, low to high.
smiles | UHRF1 binding
COc1ccc2[nH]c(O)c(N=O)c2c1 | -5
Nc1ccccc1C(=O)Nc1ccc(Cl)cc1Cl | -1
COc1cccc(CNC(=O)CCC2CCCN(C(=O)c3cc(C)on3)C2)c1 (configuration not stated) | 2

Hits appear at their usual frequency, and some 4.1% of all compounds hit somewhere here.
